KCNQ2 inh = KCNQ2 channel blockers in CHO-K1 cells – cell-based, FluxOR thallium flux, B-score, primary screen (AID 2156); B-score at 10 µM; actives 1.1% (n = 310,000); 20 min; active compounds read low; O88943;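 active = fluorescence ratio B-score at most minus 3 library SDs, with starting brightness B-score within 2 library SDs, cut at about -5.5 in these data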
Kir21 block = blocks the mouse Kir2.1 inward-rectifier potassium channel; AID 1672; B-score at 10 µM; actives 0.85% (n = 310,000); HEK293-Kir2.1, FluxOR thallium flux fluorescence; active compounds read low; P35561;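 active = fluorescence ratio B-score at or below minus 3 SD of library scores, with starting-brightness B-score within 2 SD, cut at about -4.2 in these data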;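 also: channel flux triggered by added potassium and thallium sulfate stimulus; B-score of peak minus minimum fluorescence over baseline after thallium stimulus; more negative B-score means stronger Kir2.1 block with less thallium influx; some compounds called inactive have numbers as strong as hits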
Target sequence (P35561 whole entry, looked up): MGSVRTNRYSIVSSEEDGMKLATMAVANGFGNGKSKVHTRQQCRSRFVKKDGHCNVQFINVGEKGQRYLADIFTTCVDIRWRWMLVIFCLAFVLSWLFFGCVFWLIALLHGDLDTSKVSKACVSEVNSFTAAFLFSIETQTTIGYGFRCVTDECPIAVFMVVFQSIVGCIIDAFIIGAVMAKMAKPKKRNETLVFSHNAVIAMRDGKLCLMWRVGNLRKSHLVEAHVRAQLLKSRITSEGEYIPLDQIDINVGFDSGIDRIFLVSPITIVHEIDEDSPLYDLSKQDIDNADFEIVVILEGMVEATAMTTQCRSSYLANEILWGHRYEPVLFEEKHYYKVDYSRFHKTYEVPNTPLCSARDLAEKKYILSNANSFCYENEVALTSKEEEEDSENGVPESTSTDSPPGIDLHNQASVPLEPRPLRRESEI
The depositor's hits bear a star; i = inactive.

SMILES	KCNQ2 inh	Kir21 block
COC(=O)c1ccc(NC(=O)CSc2nnc(C)n2-c2ccccc2)cc1	i	-0.31
Cc1ccc(C)c(NC(=O)C(C)N2C(=O)c3ccccc3C2=O)c1 (stereo unspecified)	i	-0.09
Cc1cccc(N2C(=O)C3CC3C2=O)c1 (stereo unspecified)	i	-0.61
COc1ccc(C2C(C(=O)Nc3cc(OC)c(OC)c(OC)c3)c3ccccc3C(=O)N2C)cc1OC (stereo unspecified)	i	-0.02
COc1ccc(C(C)=O)cc1CN1C(=O)NC2(CCCCCC2)C1=O	i	0.75
Cc1ccc(-c2nn(Cc3ccccc3)cc2/C=C/C(=O)O)cc1C	i	0.29
O=C(c1ccco1)N1CCN(C(=O)c2cc(-c3ccc(F)cc3)no2)CC1	i	-0.88
CCOC(=O)CSc1nn(-c2ccccc2)c(=S)s1	i	-0.56
Cn1c(SCc2cccnc2)nc2c(c1=O)SCC2	i	-0.63
O=C(NCC(c1ccco1)N1CCN(c2ccccc2)CC1)C(=O)NC1CCCC1 (stereo unspecified)	i	-0.1
CCOC(=O)c1c[nH]c2nc(C)ccc2c1=O	i	-1.12
Cc1cccc(OCc2nnc(SCCC(=O)O)n2-c2ccccc2)c1	i	-1.6
CCN(CC)CCn1c(C)nc2c(sc3nc4c(cc32)COC(C)(C)C4)c1=O	i	-0.84
CC(=O)Oc1ccc(OC(C)=O)c(SCCCCCN2CCOCC2)c1	i	-1.22
N#CCCn1cc(C(=O)Nc2ccccc2Br)c(-c2cc3ccccc3o2)n1	i	-1.71
O=C(CSc1ccccc1)N1CCN(S(=O)(=O)c2ccccc2)CC1	i	0.75
CC(=O)Nc1cccc(C(=O)OC(C(=O)c2ccc(C)c(C)c2)c2ccccc2)c1 (stereo unspecified)	i	-0.77
Cc1ccc(NC(=O)CCNC(=O)c2ccco2)cc1	i	-0.37
O=C(O)CCC(=O)Nc1ccc(C(=O)OCC(=O)c2ccc(Cl)cc2Cl)cc1	i	0.73
Cc1cc(C(=O)N/N=C/c2cc(Br)cc(Br)c2OC(=O)c2cccc(F)c2)n[nH]1	i	0.06
CCn1cc(Br)c(C(=O)NC(C)c2ccccc2)n1 (stereo unspecified)	i	-1.23
O=c1c2ccccc2ncn1Cc1ccc(Cl)c(Cl)c1	i	-1.19
O=C(c1ccc(Cl)cc1)C1CCN(C(=O)c2ccccc2)CC1	i	-1
COc1cc(/C=C2\COC/C(=C\c3cc(OC)c(OC)c(OC)c3)C2=O)cc(OC)c1OC	i	0.04
O=C(Nc1cc(Cl)ccc1O)c1cc(-c2ccco2)on1	i	-2.31

Fetched one by one from above (four):
SMILES	KCNQ2 inh	Kir21 block
CCOC(=O)c1c[nH]c2nc(C)ccc2c1=O	i	-1.12
CC(=O)Nc1cccc(C(=O)OC(C(=O)c2ccc(C)c(C)c2)c2ccccc2)c1 (stereo unspecified)	i	-0.77
COC(=O)c1ccc(NC(=O)CSc2nnc(C)n2-c2ccccc2)cc1	i	-0.31
CCN(CC)CCn1c(C)nc2c(sc3nc4c(cc32)COC(C)(C)C4)c1=O	i	-0.84

The list continues:
SMILES	KCNQ2 inh	Kir21 block
Cc1nc([N+](=O)[O-])cn1CC(=O)Nc1ccc2c(c1)OCO2	i	1.1
Cc1cc(N)n2nc(C(F)(F)F)nc2n1	i	-1.34
COc1ccccc1OCC(O)Cn1c(=N)n(CCN2CCCCC2)c2ccccc21 (stereo unspecified)	i	-0.09
O=C(Nc1ccccc1Cl)NC1(C(=O)N2CCCCC2)CCCCC1	i	-0.94
Cc1cc(C)c(OCC(=O)N(Cc2ccccc2)C2CCS(=O)(=O)C2)c(C)c1 (stereo unspecified)	i	-2
CCN1C2=C(C(=O)CCC2)C(c2ccc(O)cc2)C2=C1CCCC2=O	i	-1
Cc1ccc(N2C(=O)CC(Cc3ccc(Cl)cc3)C2=O)cc1 (stereo unspecified)	i	-0.21
COc1ccccc1N1CN(CCc2ccccc2)CNC1=S	i	-0.27
O=C(Nc1cc(Cl)cc(Cl)c1)C1CCCC1	i	-0.2
O=C(COC(=O)CCCN1C(=O)c2cccc3cccc(c23)C1=O)Nc1cccc(Br)c1	i	0.05
O=C(CS(=O)(=O)c1ccc(Cl)cc1)NCCS(=O)(=O)c1ccc(Cl)cc1	i	1.92
CCS(=O)(=O)Nc1ccc(C2=NN(S(=O)(=O)c3ccc(F)cc3)C(c3ccco3)C2)cc1 (stereo unspecified)	i	-0.57
CC1=Nc2ccccc2N=C(NC(=O)/C=C/C(=O)O)C1c1ccccc1 (stereo unspecified)	i	-0.21
C=CCc1cccc2cc(C(=O)N3CCN(c4ccccn4)CC3)c(=O)oc12	i	0.57
Cc1nc2ccccc2cc1C(=O)N(C)Cc1ccccc1	i	-2.05
COc1ccc(S(=O)(=O)N2CCCCCC2)cc1C(=O)OCC(=O)Nc1cc(C)on1	i	-0.79
COC(=O)c1cc2nc(-c3ccccc3)cc(C(F)(F)F)n2n1	i	0.38
O=S(=O)(c1ccc(Cl)c(C(F)(F)F)c1)N1CCN(c2ccccn2)CC1	i	0.85
COc1ccc(-c2coc3cc(O)ccc3c2=O)cc1	i	-0.4
COc1ccc(-c2nc(C#N)c(NCc3ccc(C)cc3)o2)cc1OC	i	1.32
Cc1cc(C)cc(NC(=O)CCn2c(=S)[nH]c3ccccc3c2=O)c1	i	0.61
COc1cc(/C=C(\C#N)C(=O)c2c(C)[nH]c3ccccc23)cc(OC)c1OC	i	0.88
CCC(Sc1nc2c(cnn2-c2ccc(Cl)cc2)c(=O)[nH]1)C(=O)OC (stereo unspecified)	i	1.3
Cc1nn(C)c(N)c1-c1ccccc1	i	-3.22
COc1ccc(S(=O)(=O)N2CCCCCC2)cc1C(=O)OCC(=O)NCC(C)C	i	0.58
Later entries:
SMILES	KCNQ2 inh	Kir21 block
CC(=O)Nc1cc(ON=C(C)C)cc([N+](=O)[O-])c1	i	-0.45
Cc1ccc(-n2nc3c(=O)n(CCCC(=O)NCc4ccccc4C)nc(C)c3c2C)cc1	i	-0.39
CC(CCc1ccccc1)NC(=O)c1ccc2nc(N3CCOCC3)sc2c1 (stereo unspecified)	i	2.93
Cc1ccc(/C=C2\SC(=S)N(CCCC(=O)Nc3ccccc3C(=O)O)C2=O)cc1	i	-0.08
COc1cc(OC)cc(C(=O)NNC(=O)C(=O)Nc2cc(OC)c(Cl)cc2OC)c1	i	-1.22
Cc1nnc(SCc2ccon2)n1-c1ccccc1	i	0.43
CC(=O)CCS(=O)(=O)c1ccc(Oc2ccc(S(=O)(=O)CCC(C)=O)cc2)cc1	i	-1.87
CN1c2ccccc2-c2nc3ccccc3n2C1c1ccco1 (stereo unspecified)	i	-4.99*
CC(=O)c1c(C)[nH]c(C(=O)Nc2ccccc2Cl)c1C	i	0.26
CN(CC(=O)Nc1ccc(F)c(F)c1F)C(=O)C1CCCO1 (stereo unspecified)	i	0.06
COc1ccc(-c2ocnc2C(=O)Nc2ccc(N3CCOCC3)cc2N2CCOCC2)cc1OC	i	-0.01
CCN(Cc1cnn(C)c1)C(=O)c1ccc(OC2CCN(S(=O)(=O)N(C)C)CC2)cc1	i	-0.41
CC(=O)NCC(=O)N(c1c(C)n(C)n(-c2ccccc2)c1=O)C1(C(=O)NC2CCCC2)CCCCC1	i	-0.16
COc1cccc(Cn2cc(N)cn2)c1	i	-0.52
COC(=O)/C=C1/SC(=Nc2ccc(Cl)c(Cl)c2)NC1=O	i	0.54
C#CCOC(=O)Nc1cccn(Cc2c(Cl)cccc2Cl)c1=O	i	-0.22
O=C(NCc1ccccc1)C(c1ccco1)N(C(=O)c1cnccn1)c1ccc(F)cc1 (stereo unspecified)	i	0.17
COc1cccc2[nH]c3c(=O)[nH]cnc3c12	i	1.06
C=CCC(Nc1ccccc1)c1cccc(OC)c1OC (stereo unspecified)	i	-2.02
COc1ccc2nc(NC(=O)CSc3nc(C)cc(=O)[nH]3)sc2c1	i	1.29
O=C(N/N=C/c1ccc2nccnc2c1)c1ccccc1O	i	-0.12
O=Cc1coc2ccc3ccccc3c2c1=O	-8.08*	-1.62
O=C1CC(c2ccccc2)CC(O)=C1C=Nc1ccc(Cl)cc1 (stereo unspecified)	i	1.77
O=C(N/N=C/c1oc(O)c2ccccc12)c1ccccc1	i	0.15
OCCNCCCCOc1ccc(OCc2ccccc2)cc1	i	-1.42

Among those listed so far, these have a COOH group:
SMILES	KCNQ2 inh	Kir21 block
Cc1ccc(-c2nn(Cc3ccccc3)cc2/C=C/C(=O)O)cc1C	i	0.29
Cc1cccc(OCc2nnc(SCCC(=O)O)n2-c2ccccc2)c1	i	-1.6
O=C(O)CCC(=O)Nc1ccc(C(=O)OCC(=O)c2ccc(Cl)cc2Cl)cc1	i	0.73
CC1=Nc2ccccc2N=C(NC(=O)/C=C/C(=O)O)C1c1ccccc1 (stereo unspecified)	i	-0.21
Cc1ccc(/C=C2\SC(=S)N(CCCC(=O)Nc3ccccc3C(=O)O)C2=O)cc1	i	-0.08

Other records
SMILES	KCNQ2 inh	Kir21 block
Cn1c(=O)c2[nH]c(COc3ccc(C(C)(C)C)cc3)nc2n(C)c1=O	i	-0.17
COCCn1c(C)cc2c(c1=O)C(c1ccccc1F)C(C#N)=C(N)O2 (stereo unspecified)	i	-1.36
CN(Cc1ccccc1)C(=O)c1ccccc1Br	i	-0.09
Cc1cc2c(c(=O)o1)C(C(C)C)C(C#N)=C(N)O2 (stereo unspecified)	i	0.1
CC1(C)CC(=O)C=C(NCc2ccncc2)C1	i	-0.07
CCCCC[n+]1ccn(-c2nc3ccccc3nc2[N-]S(=O)(=O)c2ccccc2)c1	i	0.62
Cc1ccc(NC(=S)NCc2ccc3c(c2)cc(C)n3C)c(C)c1	i	1.84
COC(=O)Nc1cc(C(=O)c2ccc(Cl)cc2Cl)c[nH]1	i	1.75
CC(C)Cn1c(=O)c(C(=O)N/N=C/c2cccc(F)c2)c(O)c2ccccc21	i	0.03
CCc1cc2c(=O)c(-c3nc4ccccc4n3C)c(CCCC(=O)O)oc2cc1OC(=O)C(C)(C)C	i	-0.03
O=c1c2ccccc2nnn1Cc1ccccn1	i	1.14
CC(NC(=O)Cn1cnnn1)c1cccc(C(F)(F)F)c1 (stereo unspecified)	i	-0.18
CC(NC(=O)/C(=C\c1ccco1)NC(=O)c1ccccc1Br)C(=O)O (stereo unspecified)	i	2.78
CC(Oc1ccc(Cl)cc1Cl)C(=O)Nc1cccnc1 (stereo unspecified)	i	-1.59
CCc1nc(SCC(=O)c2cccs2)c2oc3ccccc3c2n1	i	-0.7
Cc1ccc(/C=N/NC(=O)c2nc3nc(C)cc(C)n3n2)cc1	i	0.08
O=C(c1cc(COc2ccc(F)cc2Cl)on1)N1CCCCC1c1cccnc1 (stereo unspecified)	i	-0.34
COc1ccc(-c2noc(-c3ccccc3C(=O)NCC3CCCO3)n2)cc1 (stereo unspecified)	i	-1.78
CC(=O)CCC(=O)NCCc1ccccc1F	i	-1.28
Cc1ccc(-c2nc(SCC(N)=O)c(C#N)c3c2CCCC3)cc1	i	-0.3
CCC1(C)Cc2c(sc3[nH]c(=S)[nH]c(=S)c23)CO1 (stereo unspecified)	i	1.67
COc1ccccc1C(=O)NN(C)C1=NS(=O)(=O)c2ccccc21	i	1.77
CN1C(=O)[C@H]2[C@@H](/C=C/c3ccccc3)N3C(=O)CN(Cc4ccccc4)C(=O)[C@@]3(C)[C@H]2C1=O	i	-1.16
COc1ccc([N+](=O)[O-])cc1N(CC(=O)NC(C(C)C)C(C)C)S(C)(=O)=O	i	0.56
C/C(=N/O)c1ccc(Oc2cnccn2)cc1	i	-2.97

Part of the list above, with values under each structure:
Values in the order: KCNQ2 inh	Kir21 block
> Cc1cc2c(c(=O)o1)C(C(C)C)C(C#N)=C(N)O2 (stereo unspecified)
 : i	0.1
> CCc1cc2c(=O)c(-c3nc4ccccc4n3C)c(CCCC(=O)O)oc2cc1OC(=O)C(C)(C)C
 : i	-0.03

(next part)
SMILES	KCNQ2 inh	Kir21 block
Cc1ccccc1OCC(O)Cn1c(NCc2ccco2)nc2c1c(=O)n(C)c(=O)n2C (stereo unspecified)	i	1.53
COc1ccc(-c2nc3c(c(SCC(=O)N4CCOCC4)n2)COC(C)(C)C3)cc1	i	-0.43
CC(C)(C)C(C(=O)O)N1CCS(=O)(=O)CC1 (stereo unspecified)	i	0.89
CCOc1ccccc1-c1cc(C(=O)N/N=C/c2cccnc2)c2ccccc2n1	i	1.39
CC1CC(C)CN(C(=O)CSc2nc(Cc3cccs3)nc3ccccc23)C1 (stereo unspecified)	i	-1.79
CC(=O)c1ccc(NC(=O)N[C@@H](CC(C)C)C(=O)O)cc1	i	0.59
O=C(CSc1ccc(Cl)cc1)Nc1ccccc1N1CCN(C(=O)c2ccc(Cl)cc2)CC1	i	-1.11
N#CC1=C(O)C(c2ccccc2)n2c1nc(=O)c1ccccc12 (stereo unspecified)	i	1.83
CC(=O)Oc1ccccc1/C=C1\CCOC1=O	i	-1.49
COc1ccccc1CN=C1NC(=O)C(CC(=O)Nc2ccc(OC)c(OC)c2)S1 (stereo unspecified)	i	-1.79
COc1ccc(CN2CCC(n3nccc3NC(=O)c3cccc(F)c3)CC2)cc1O	i	0.6
CCN(CC)CCCC(C)NC1=NCCCCC1 (stereo unspecified)	i	1.06
O=C(COc1ccccc1)NCc1ccc2c(c1)OCO2	i	-1.05
O=C(CCc1nc2ccccc2[nH]1)N1CCc2ccccc2C1	i	-1.34
Cc1ccc(C(=O)NC2CCCCCC2)o1	i	-1.43
COc1cc(C)c(-c2[nH]ncc2-c2csc(C)n2)c(O)c1	i	-0.05
Cn1c(=O)c2cc(S(=O)(=O)NC(C(=O)Nc3cccc(F)c3)c3ccccc3)ccc2n(C)c1=O (stereo unspecified)	i	0.34
Cn1c(Cc2csc(N)n2)nnc1SCC(=O)NCc1ccccc1	i	0.18
CS(=O)(=O)Nc1ccc(C(=O)Nc2ccccc2C(=O)N2CCCC2)cc1	i	0.65
C/C(N)=C(/C#N)C(=O)CSc1nc2ccc(C)cc2[nH]1	i	-0.98
